Screens from PubChem.
MmCpn inh: blocks the Methanococcus maripaludis chaperonin Mm-Cpn; purified Mm-Cpn ATPase, ADP Transcreener TR-FRET; Potency, µM (doses to about 76.9 µM), for the others: at the highest dose activity, negative = inhibition, most hits filed as inhibitors; hit rate 0.031% among 330,000; AID 504842; further: potency means the concentration at half of the fitted maximal effect; on the % scale 0 is the no-effect control and ±100 the full control effect; nearly all actives have a fitted effect of over 80% in size
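25 nM Mm-CPN + cpd, 10 min 37°C; + 10 uM ATP, 30 min 37°C; buffer 30 mM Tris pH 7.4, 100 mM KCl, 5 mM MgCl2, 1 mM DTT; Transcreener ADP HTRF detection 30 min RT.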
TGFb inhibitor: inhibitors of TGF-b signaling | HepG2 CAGA-GFP TGF-b/SMAD3 reporter, GFP fluorescence, 18 h; TGF-beta stimulated, 500 pg/mL final | Potency, µM (doses to about 46.1 µM), for the others: at the top dose activity, negative = inhibition, hits mostly inhibitors | hit rate 1.2% among 410,000; further: potency means the concentration at half of the fitted maximal effect; on the % scale 0 is the no-effect control and ±100 the full control effect; nearly all actives have a fitted effect of over 65% in size
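HEPG2 CAGA-GFP reporter cells (1000/well, DMEM with 1% FBS) received compounds, then recombinant TGF-beta at 500 pg/mL final for 18 hours at 37 degrees C. Per-cell GFP summed per well was normalised to unstimulated and stimulated DMSO controls before curve fitting.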
pAkt inh: inhibitors of Akt phosphorylation; activity change, % for hits at 50 µM; hit rate 0.32% among 360,000; AID 651550; Neuro2A IGF-stimulated pAkt S473 HTRF, 20 min; hits give low values; in the data active means activity change below about -80%; inconclusive means mostly about -51% to -80%; further: on the % scale 0 is the no-effect control and ±100 the full control effect
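Neuro2A cells (4,500/well, DMEM with 0.5% FBS) were treated with compound at a single 50 µM final concentration, stimulated with 6 nM IGF for 20 min at 37 °C, and lysed. Phospho-Akt Ser473 was read by HTRF as 665/615 ratio ×10^4.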
ATXN viability: reduces viability in counter-screen for ATXN expression inhibitors; hit rate 0.49% among 400,000; Potency, µM (highest dose often 56.7 µM), usual class: cytotoxic; S2 cells (HEK-293 line with an ATXN2-luciferase reporter) viability, CellTiter-Fluor protease fluorescence, 24 h; further: potency means the concentration at half of the fitted maximal effect; nearly all actives have a fitted effect of over 40% in size
A549 viability: A549 cytotoxicity, counter-screen for Nrf2 inhibitors | hit rate 0.16% among 390,000 | AID 504648 | A549 ARE-Fluc cells, CellTiter-Fluor viability, 18-24 h | Potency, µM (titrated, usually from 46 µM), inactives show at the highest dose activity change, negative = cytotoxicity, actives largely listed as inhibitors; further: potency means the concentration at half of the fitted maximal effect; on the % scale 0 is the no-effect control and ±100 the full control effect
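Cytotoxicity counterscreen: CellTiter-Fluor fluorescence was measured in A549 ARE_Fluc cells after 18-24 h of compound exposure in a concentration series. The subsequent BugLite luminescent read reports ARE-luciferase activity.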
CCT modulator: cytosolic chaperonin activity modulation. purified chaperonin ATPase assay, HTRF ADP detection, 30 min. activity change, % (test concentration not listed), hits read low. hit rate 0.3% among 360,000. AID 651819; in the data active means activity change below about -30%; further: on the % scale 0 is the no-effect control and ±100 the full control effect
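TRiC (40 or 20 nM final, by batch activity) in 30 mM Tris pH 7.4, 100 mM KCl, 5 mM MgCl2, 1 mM DTT was treated with compound at 76 uM single dose, then 10 uM ATP, 30 min at 37 °C. ADP was read by HTRF Transcreener.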
Nrf2 ARE act: activators of Nrf2 (ARE) signaling; AREc32 ARE-luciferase reporter (MCF7-derived line), luminescence, 24 h; Potency, µM (highest dose often 46.1 µM), without a hit: top-dose activation, usual class: activators; hit rate 0.31% among 410,000; AID 624171; further: potency means the concentration at half of the fitted maximal effect; % of control where 0% means no effect; nearly all actives have a fitted effect of over 65% in size
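Quantitative high-throughput format: AREc32 reporter cells, 1000 per well, received compound by pin transfer and were incubated 24 hr at 37 deg C, 5% CO2, before Steady-Glo luminescence detection.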
HepG2 tox: kills HepG2 cells in TGF-b inhibitor counter-screen; AID 588856; hit rate 0.76% among 410,000; Potency, µM (titrated, usually from 46.1 µM), inactives show top-dose activity change, negative = cytotoxicity, usual class: cytotoxic; HepG2 CAGA-GFP viability, ATP luminescence, 18 h; further: potency means the concentration at half of the fitted maximal effect; some results filed as inactive show a strong effect at the top dose
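HepG2 CAGA-GFP cells (1000/well, DMEM with 1% FBS) received compound, then TGF-beta at 500 pg/mL final, and were incubated 18 hours at 37 degrees C. Viability was read by CellTiter-Glo luminescence. Media-only wells were set as complete cell-killing and DMSO as no toxicity.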
Nrf2 inh: inhibitors of Nrf2 signaling; hit rate 2.1% among 360,000; AID 504444; A549 ARE-Fluc reporter, luciferase luminescence, 18-24 h; Potency, µM (series often up to 46 µM), without a hit: at the top dose activity change, negative = inhibition, actives largely listed as inhibitors; further: potency means the concentration at half of the fitted maximal effect; on the % scale 0 is the no-effect control and ±100 the full control effect; nearly all actives have a fitted effect of over 60% in size
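Quantitative HTS in A549 cells stably bearing an antioxidant response element-firefly luciferase construct. Inhibition of Nrf2-driven transcription was scored by luminescence after 18-24 h of compound exposure at 37 °C.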
* = called active by the depositor. Unless noted, the call rests on the fitted dose curve; in most records, active means well fitted curve in the direction sought with a large enough effect; inconclusive means small, poorly fitted or top-dose-only effect, or another doubt; inactive means no such curve, though single readings can be large; an effect the other way counts as inactive or inconclusive. Compounds as they come; about 4.4% have a hit in one of these screens.

What do the screens show for `Cc1nc(Nc2ccncc2)c2oc3ccccc3c2n1`?
MmCpn inh: -3.5%; TGFb inhibitor: -11.8%; pAkt inh: inactive; ATXN viability: inconclusive; A549 viability: -7.4%; CCT modulator: 2.6; Nrf2 ARE act: 10.9%; HepG2 tox: -29.6%; Nrf2 inh: -22.0%

Results for O=C(c1ccc(S(=O)(=O)N2CCOCC2)cc1)N(c1ccccn1)C1CCCCC1 ?
MmCpn inh: -0.1%; TGFb inhibitor: 10.6%; pAkt inh: inactive; ATXN viability: inactive; A549 viability: 0.0%; CCT modulator: -2.3; Nrf2 ARE act: -0.4%; HepG2 tox: -18.8%; Nrf2 inh: 5.8%

Results for COc1ccc(/C=N/N2CCN(c3ccncc3S(=O)(=O)N3CCCCC3)CC2)cc1 ?
MmCpn inh: -1.0%; TGFb inhibitor: -1.0%; pAkt inh: inactive; ATXN viability: inactive; A549 viability: -6.0%; CCT modulator: -1.0; Nrf2 ARE act: 0.6%; HepG2 tox: 8.1%; Nrf2 inh: 17.1%

Results for CC1CCCCN1c1ncnc2ccccc12 (stereo not drawn) ?
MmCpn inh: -0.1%; TGFb inhibitor: -28.7%; pAkt inh: inactive; ATXN viability: inactive; A549 viability: 10.1%; CCT modulator: 1.9; Nrf2 ARE act: 2.9%; HepG2 tox: -13.9%; Nrf2 inh: inconclusive

Results for NC(=O)CC(NC(=O)Cc1ccc(Br)cc1)c1ccc(N2CCC(N3CCCC3)CC2)c([N+](=O)[O-])c1 (stereo not drawn) ?
MmCpn inh: 1.0%; TGFb inhibitor: -3.2%; pAkt inh: inactive; ATXN viability: inactive; A549 viability: -2.9%; CCT modulator: -1.3; Nrf2 ARE act: 3.3%; HepG2 tox: -7.6%; Nrf2 inh: 5.8%

Results for O=C(NCc1nc2ccccc2[nH]1)C1=C[C@@H](C2CCCCC2)C[C@@H](OCCCCO)O1 ?
MmCpn inh: 0.5%; TGFb inhibitor: -6.2%; pAkt inh: inactive; ATXN viability: inactive; A549 viability: -3.1%; CCT modulator: -0.5; Nrf2 ARE act: -0.2%; HepG2 tox: -0.7%; Nrf2 inh: -16.5%

Results for COC(=O)N/N=C/c1cc(C)n(-c2ccccc2)c1C ?
MmCpn inh: -0.4%; TGFb inhibitor: -8.8%; pAkt inh: inactive; ATXN viability: inconclusive; A549 viability: 12.0%; CCT modulator: -3.2; Nrf2 ARE act: 5.2%; HepG2 tox: -15.9%; Nrf2 inh: inconclusive

What do the screens show for `Nc1cc(N2CCCCC2)c(Cl)cc1[N+](=O)[O-]`?
MmCpn inh: 0.3%; TGFb inhibitor: -12.6%; pAkt inh: inactive; ATXN viability: inactive; A549 viability: -4.6%; CCT modulator: -0.5; Nrf2 ARE act: -0.2%; HepG2 tox: 0.9%; Nrf2 inh: 3.8%

How did COc1ccccc1NC(=O)CCC(=O)N/N=C(/C)c1ccc(C)cc1 do in these assays?
MmCpn inh: 4.2%; TGFb inhibitor: 13.7%; pAkt inh: inactive; ATXN viability: inactive; A549 viability: -1.0%; CCT modulator: 1.1; Nrf2 ARE act: -0.7%; HepG2 tox: 7.9%; Nrf2 inh: 18.1%

What do the screens show for `COc1ccc(C(=O)c2oc3ccccc3c2N)cc1`?
MmCpn inh: -0.3%; TGFb inhibitor: -4.4%; pAkt inh: inactive; ATXN viability: inactive; CCT modulator: 0.2; Nrf2 ARE act: 8.5%; HepG2 tox: -38.2%; Nrf2 inh: -7.6%

Results for O=C(Nc1ccc(C(=O)NCCCN2CCCCC2)cc1)C1=CSCCO1 ?
MmCpn inh: -1.6%; TGFb inhibitor: -20.2%; pAkt inh: inactive; ATXN viability: inactive; A549 viability: 1.1%; CCT modulator: -0.1; Nrf2 ARE act: 3.0%; HepG2 tox: -27.3%; Nrf2 inh: -9.4%

What do the screens show for `Cn1c(=O)c(C(=O)NCc2ccc(F)cc2)c(O)c2ccccc21`?
MmCpn inh: -2.0%; TGFb inhibitor: 7.8%; pAkt inh: inactive; ATXN viability: inconclusive; A549 viability: -0.5%; CCT modulator: 0.1; Nrf2 ARE act: -0.8%; HepG2 tox: 22.4%; Nrf2 inh: -9.3%

What do the screens show for `CCCC(c1nnnn1Cc1ccc(OC)cc1)N1CCN(C(=O)c2ccco2)CC1` (stereo not drawn)?
MmCpn inh: -1.2%; TGFb inhibitor: -1.5%; pAkt inh: inactive; ATXN viability: inactive; A549 viability: 2.3%; CCT modulator: -1.2; Nrf2 ARE act: 0.0%; HepG2 tox: 7.0%; Nrf2 inh: -9.6%

What do the screens show for `CCOC(=O)C1=CC[C@@H](c2ccccc2)N(S(=O)(=O)c2ccc(C)cc2)[C@H]1c1cccc(OC)c1`?
TGFb inhibitor: -9.2%; pAkt inh: inactive; ATXN viability: inactive; CCT modulator: -0.4; Nrf2 ARE act: 0.5%; HepG2 tox: -5.6%

How did Cc1ccc(S(=O)(=O)N2C[C@@]3(O)Cn4c(=O)ccc(=O)n4C[C@@]3(OC(=O)NCc3ccccc3F)C2)cc1 do in these assays?
pAkt inh: inactive; ATXN viability: inactive; CCT modulator: 1.1; Nrf2 ARE act: 3.7%

How did S=C1NC2=C(CCCC2=C2SCCCS2)C(c2ccccc2)N1 (stereo not drawn) do in these assays?
MmCpn inh: -17.2%; TGFb inhibitor: -10.8%; pAkt inh: inactive; ATXN viability: inactive; A549 viability: 13.6%; CCT modulator: 0.6; Nrf2 ARE act: 16.9%; HepG2 tox: -4.1%; Nrf2 inh: 1.7%

Results for Nc1nnc(CCN2C(=O)CSC2=O)s1 ?
MmCpn inh: 0.6%; TGFb inhibitor: 15.7%; pAkt inh: inactive; ATXN viability: inactive; A549 viability: 3.5%; CCT modulator: -6.1; Nrf2 ARE act: -0.3%; HepG2 tox: -37.5%; Nrf2 inh: -4.2%

Results for N#C/C(=C\c1ccccc1)c1ccccn1 ?
MmCpn inh: -1.6%; TGFb inhibitor: -13.5%; pAkt inh: inactive; ATXN viability: inactive; A549 viability: 5.3%; CCT modulator: -2.1; Nrf2 ARE act: inconclusive; HepG2 tox: -25.1%; Nrf2 inh: 28.1%

What do the screens show for `O=C(O)CCC1(c2ccccc2)NC(=O)NC1=O` (stereo not drawn)?
MmCpn inh: -1.0%; TGFb inhibitor: -4.9%; pAkt inh: inactive; ATXN viability: inactive; A549 viability: -5.7%; CCT modulator: 1.1; Nrf2 ARE act: 0.1%; HepG2 tox: -2.3%; Nrf2 inh: 6.1%

What do the screens show for `COCCn1nnnc1C(c1ccc(C(F)(F)F)cc1)N1CCOCC1` (stereo not drawn)?
MmCpn inh: 1.6%; TGFb inhibitor: 18.4%; pAkt inh: inactive; ATXN viability: inconclusive; A549 viability: -7.4%; CCT modulator: 0.4; Nrf2 ARE act: 0.0%; HepG2 tox: 1.5%; Nrf2 inh: -5.4%

What do the screens show for `COc1ccccc1CNS(=O)(=O)CCNCCc1ccccc1`?
TGFb inhibitor: -10.6%; pAkt inh: inactive; ATXN viability: inactive; A549 viability: 3.7%; CCT modulator: -1.4; Nrf2 ARE act: -0.1%; HepG2 tox: -13.8%; Nrf2 inh: 3.9%

Results for Cc1c(Cl)c([N+](=O)[O-])nn1CCCC(=O)Nc1cc(Oc2ccccc2)cc([N+](=O)[O-])c1 ?
MmCpn inh: 1.9%; TGFb inhibitor: 9.2%; pAkt inh: inactive; ATXN viability: inactive; A549 viability: 0.4%; CCT modulator: -1.7; Nrf2 ARE act: 0.2%; HepG2 tox: -4.1%; Nrf2 inh: 19.9%

What do the screens show for `COc1ccc2c(c1)NC(c1ccc(Cl)cc1)=NC(c1cccs1)=N2`?
TGFb inhibitor: 1.7%; ATXN viability: inactive; A549 viability: -13.0%; Nrf2 ARE act: 6.8%; HepG2 tox: -9.6%; Nrf2 inh: -8.2%

What do the screens show for `CSc1ccc(-c2nc3ncccn3c2Nc2ccc(C)c(C)c2)cc1`?
TGFb inhibitor: 0.0%; A549 viability: -0.9%; Nrf2 ARE act: 0.7%; HepG2 tox: -2.2%; Nrf2 inh: -23.5%

Results for CSc1ccc(C#N)cc1NC(=O)c1ccc(Cl)nc1 ?
MmCpn inh: -3.7%; TGFb inhibitor: 18.9%; pAkt inh: inactive; ATXN viability: inactive; A549 viability: 8.8%; CCT modulator: -0.5; Nrf2 ARE act: 1.1%; HepG2 tox: 4.3%; Nrf2 inh: -13.0%

What do the screens show for `CC1CCc2c(sc(NC(=O)c3cc(-c4ccc(F)cc4)on3)c2C(N)=O)C1` (stereo not drawn)?
TGFb inhibitor: -1.6%; ATXN viability: inactive; A549 viability: -5.0%; Nrf2 ARE act: -1.0%; HepG2 tox: 3.4%; Nrf2 inh: 2.7%

Results for COc1cccc(-n2c(SCC(N)=O)nc3c(oc4ccccc43)c2=O)c1 ?
TGFb inhibitor: -21.7%; ATXN viability: inconclusive; A549 viability: -9.4%; Nrf2 ARE act: 0.5%; HepG2 tox: -15.0%; Nrf2 inh: 4.0%

What do the screens show for `CC(C)NCCCOc1ccc(C(C)(C)c2ccccc2)cc1`?
MmCpn inh: inconclusive; TGFb inhibitor: -6.7%; pAkt inh: inactive; ATXN viability: inactive; A549 viability: -2.8%; CCT modulator: -4.1; Nrf2 ARE act: 1.5%; HepG2 tox: -24.8%; Nrf2 inh: 8.0%

What do the screens show for `COC(=O)C1=C(C)NC(=O)NC1c1ccc(OC)c(OC)c1` (stereo not drawn)?
TGFb inhibitor: -3.7%; pAkt inh: inactive; ATXN viability: inactive; CCT modulator: -1.2; Nrf2 ARE act: -0.9%; HepG2 tox: -10.6%

Results for OC(c1ccc(F)cc1)c1nc(-c2csc3ccccc23)cs1 (stereo not drawn) ?
TGFb inhibitor: inconclusive; pAkt inh: inactive; ATXN viability: inactive; CCT modulator: -1.1; Nrf2 ARE act: 4.2%; HepG2 tox: -56.9%
